High-throughput results (PubChem BioAssay)
NOD1 inhibition: NOD1 signaling inhibitors, primary screen, cell-based, luminescence, uHTS (AID 1578); hit rate 1% among 290,000; NOD1-driven NF-kB luciferase reporter cells, luminescence; higher % means a stronger effect; one-dose inhibition, % at 4 µM; EC50 in µM for titrated hits; in the data active = inhibition mostly above about 36%, no sharp cut-off; inactive = mostly below about 34%;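 note: HEK-293T reporter cells stimulated with the NOD1 agonist gamma-tri-DAP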
Dynein transport: blocks dynein driven cargo transport along microtubules; 3617.4 mouse cells, GR-EGFP nuclear translocation imaging; test concentration mostly 20 µM; stimulated with dexamethasone, 1 µM; hits give low values; z-score, hits read low; hit rate 0.47% among 220,000; AID 1381;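 active = plate z-score of nuclear minus cytoplasmic receptor signal below a set negative limit, without overly bright fluorescence or cell loss, cut at about -3.5 in these data, passing the limit was not always enough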;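 note: z-score of nuclear minus cytoplasmic ring GR-EGFP intensity difference per well; some compounds called inactive have numbers as strong as hits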
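medium = tetracycline-free induction medium containing charcoal-stripped FBS | probe or stimulus = dexamethasone, 1.0 µM final | timing = 48 h induction, then 1 h compound, then 30 min agonist, 37 °C | detection = automated 10x imaging of fixed Hoechst-stained cells | read-out basis = nuclear versus cytoplasmic GR-EGFP signal, averaged per well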
Autophagy HCS: autophagy modulation, high-content screen; MEF GFP-LC3 puncta imaging; test concentration mostly 10 µM; calls only at 10 µM (by protocol); hit rate 0.98% among 190,000; AID 463193;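 active = percentage of spot-positive cells more than 3 SD above its plate mean, without a fluorescence outlier flag or 80% toxicity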;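 note: spot-positive cell cutoff set from DMSO-treated cells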
M17LAP inhibition: P. falciparum M17LAP inhibitors, primary screen, biochemical, fluorogenic H-Leu-NHMec substrate, 1536-well (AID 1619); recombinant M17LAP, H-Leu-NHMec fluorogenic kinetic assay; higher % means a stronger effect; hit rate 0.38% among 220,000; one-dose inhibition, % at 30 µM; IC50 in µM for titrated hits;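 active = compound inhibiting the enzyme by more than half at any dose during confirmatory dose-response retesting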;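 note: plate controls were full reaction with DMSO carrier for no effect and no enzyme background for full effect; strong numbers were not always called active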
MT stabilize HCS: stabilizes microtubules in HeLa cells; HeLa tubulin immunostaining HCS, 24 h; share of cells brighter than vehicle mean+2SD; % tubulin-high responders, % at 10 µM; hit rate 0.83% among 200,000; AID 2205;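 active = plate Z-score above 3 for both tubulin-high and condensed-nucleus cell shares, with cell loss under 80%, at 10 µM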;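 note: anti alpha tubulin signal scored within the nucleus-defined area of each cell; some results filed as inactive read as strong as hits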
b-catenin transl: modulators of beta-catenin nuclear translocation; hit rate 0.3% among 190,000; AID 1665; HeLa beta-catenin nuclear translocation, immunofluorescence imaging; nuclear translocation activity, % at 5 µM;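 active = nuclear translocation activity above 50% at 5 µM, with a well cell count of 50 or more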;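 note: per-cell ratio of nuclear to cytoplasmic median beta-catenin stain intensity; plate controls were DMSO negative control for no effect and GSK-3 inhibitor IX positive control for full effect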
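System: HeLa cells, endogenous beta-catenin; compound dosing: 5 µM primary single dose, 0.1% DMSO, 0.02–20 µM confirmation series; incubation: 24 h compound exposure at 37°C, 5% CO2; signal: beta-catenin immunofluorescence imaging with DAPI; evaluation: % activation, nuclear-to-cytoplasmic median beta-catenin signal ratio per cell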
Yfh1-off respiration: mitochondrial function rescue without frataxin homolog – Friedreich's ataxia, plus single-dose screen, dose response (AID 1465) | fold induction at 50 µM, or EC50 in µM where a hit was titrated | S. cerevisiae Yfh1-off respiration, WST-1 reduction, 72 h; higher fold induction means a stronger effect | hit rate 0.074% among 220,000;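 active = fold induction of absorbance versus untreated yeast above a set limit, then at least 30% activation at any dose in follow-up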;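 note: activators that raise dye reduction in frataxin-depleted yeast; strong numbers were not always called active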
NOD2 inhibition: NOD2 signaling inhibitors, cell-based, luminescence, uHTS, HEK293 (AID 1566); HEK293 NOD2/NF-kB luciferase reporter, luminescence; higher % means a stronger effect; one-dose inhibition, % at 4 µM; EC50 in µM for titrated hits; hit rate 0.63% among 290,000; in the data active = inhibition above about 50%; note: many of its hits are not listed in these tables
Insulin prom up: MIN6 insulin promoter up-regulation; MIN6 insulin promoter-GFP reporter, high-content imaging; hits give high values; z-score at 5 µM; hit rate 0.3% among 190,000;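 active = z-score above 3 at 5 µM with at least 500 cells counted in the well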
Dynein transport cytoplasmic EGFP: further read-out of Dynein transport, marked with its call; z-score; measured here: cytoplasmic GR-EGFP intensity; hits give high values
Dynein transport nuclear GR-EGFP: also measured in Dynein transport; calls as there; z-score; measured here: nuclear GR-EGFP intensity;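 lower value marks the stronger effect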
Dynein transport cell count: further read-out of Dynein transport, marked with its call; z-score; measured here: cell count per field
Insulin prom up cell count: further read-out of Insulin prom up, marked with its call; cell count; measured here: cytotoxicity, nuclei count;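 total cells summed across four imaged fields per well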
b-catenin transl cell count 5 µM: also measured in b-catenin transl; calls as there; cell count; measured here: cell count, cytotoxicity flag
MT stabilize HCS Hoechst-high %: further read-out of MT stabilize HCS, marked with its call; % Hoechst-high responders; measured here: nuclear condensation Hoechst responders;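 share of cells brighter than vehicle mean plus two SD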
MT stabilize HCS cytotoxicity %: also measured in MT stabilize HCS; calls as there; toxicity, %; measured here: cytotoxicity by cell density;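 0% = mean cell density of plate MIN control wells and 100% = no cells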
Autophagy HCS cell loss 18 h: second read-out of Autophagy HCS, no call of its own (marks repeat the call); toxicity, %; measured here: cell loss, nuclei count;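 cell loss after 18 h compound exposure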
* hit, by the source's call; i = inactive; . = not tested or not shown. Some of the compounds tested. The share of hits here may be higher or lower than overall.

Second line of a record: NOD1 inhibition	Dynein transport	Dynein transport cytoplasmic EGFP	Dynein transport nuclear GR-EGFP	Dynein transport cell count	Autophagy HCS	Autophagy HCS cell loss 18 h	M17LAP inhibition	MT stabilize HCS	MT stabilize HCS Hoechst-high %	MT stabilize HCS cytotoxicity %	b-catenin transl	b-catenin transl cell count 5 µM	Yfh1-off respiration	NOD2 inhibition	Insulin prom up	Insulin prom up cell count
COC(=O)c1cccc(NC(=O)c2ccc3c(c2)C(=O)N(CC2CCCO2)C3=O)c1 (stereo not given)
  14%	0.83	-0.057	0.47	-1.3	i	-12	-9%	1.0	1.1	6.1	2.1	1131	i	5%	0.54	993
O=C(O)c1cc2nccc(-c3ccco3)n2n1
  5%	-0.69	-0.22	0.11	0.19	.	.	-12%	.	.	.	3.4	1298	i	20%	0.3	1128
C=CCNC(=S)Nc1ccc2nc(C)c(C)nc2c1
  6%	-0.096	-0.25	-0.4	0.3	i	8	17%	1.2	2.0	10	-1.3	1334	i	-28%	0.27	1557
Cc1cc(C)cc(NC(=O)N2CCCN(c3ncccc3[N+](=O)[O-])CC2)c1
  -11%	-0.83	-0.18	-0.44	0.16	.	.	15%	.	.	.	-1.8	1146	i	0%	-0.22	1482
COc1ccc(/C=N/n2c(N)nc3ccccc32)cc1OC
  -41%	1.6	-0.18	1.4	-1.7	i	-7	25%	5.6	4.7	4.2	-3.1	1060	i	-18%	-0.25	1221
Cc1cc(=O)oc(C)c1C(=O)NCc1cccnc1
  0%	1	-0.24	-0.59	0.33	i	-4	-9%	3.4	1.8	2.7	.	.	i	2%	.	.
COC(=O)Cn1c(=NC(=O)CSC(C)=O)sc2ccccc21
  -17%	-1	-0.24	-0.34	0.55	i	-7	-12%	2.6	1.9	8.1	-0.1	1068	i	-2%	.	.
O=[N+]([O-])c1ccc(N2CCCC2)nc1
  -9%	-0.61	-0.04	-0.5	0.49	.	.	9%	.	.	.	-0.1	1127	i	0%	0.42	1465
CC1CC(=O)C(C2c3ccccc3CCN2C(=O)CCl)C(=O)C1 (stereo not given)
  -26%	0.11	-0.24	0.76	-0.64	i	-4	10%	1.9	2.2	3.9	.	.	i	9%	-1.3	1092
C/C(N)=C(/C#N)C(=O)CSc1nnnn1-c1ccccc1
  -32%	0.33	-0.29	0.29	0.017	i	0	5%	2.8	1.8	5.9	1.2	1410	i	-173%	1.1	1439
CCOc1ccc(Br)cc1S(=O)(=O)NCCN(C)C
  -9%	0.7	-0.2	0.83	0.26	i	14	7%	1.2	0.9	7.6	0.9	1199	i	-5%	0.6	1186
CCOc1ccc(CNC(=S)NCc2ccc(OCC)cc2)cc1
  -34%	0.17	1.9	0.58	-1.2	i	15	4%	2.1	1.4	1.8	-1.3	1066	i	-25%	2	1505
CCOC(=O)c1cnc(-n2nc(C)cc2C)nc1NC(C)c1ccccc1 (stereo not given)
  10%	0.86	0.18	0.84	0.092	i	25	0%	3.5	1.8	5.5	-0.7	1202	i	-9%	.	.
CCOC(=O)C1(C)/C(=N/Nc2ccc(Cl)cc2)C(=O)C(=O)N1c1ccccc1 (stereo not given)
  -45%	-0.019	-0.16	0.29	1.1	i	15	24%	3.3	2.5	7.9	0.5	1203	i	-44%	-1	856
COc1cccc(NC(=O)c2c(C)cc(C)cc2CC(C)(C)C(=O)O)c1
  -4%	-0.95	-0.27	-0.66	0.85	.	.	-4%	.	.	.	-2.2	1191	i	9%	0.01	1394
O=C(COC(=O)CNC(=O)c1cccc([N+](=O)[O-])c1)Nc1cccc(S(=O)(=O)N2CCCC2)c1
  -24%	-1.9	0.16	-1	1.2	i	18	-6%	3.2	1.5	7.8	-1.3	1048	i	11%	0.54	1494
CC(=O)c1ccc(NC(=S)Nc2ccc(Br)c(Cl)c2)cc1
  -12%	-0.73	-0.23	-0.28	0.089	i	-18	11%	1.8	1.0	15	-3.0	1092	i	-5%	-1.1	1441
COc1ccc(/C=N/NC(=O)c2ccc(=O)n(C)c2)cc1OC
  -16%	0.095	-0.37	-0.13	0.93	i	0	13%	3.8	0.9	3.0	-0.2	1107	i	18%	1	1145
CCN1CCN(CCCNC(=O)c2cc3c(=O)[nH]c4ccccc4c3s2)CC1
  -11%	-0.13	0.23	-0.029	-1.3	i	6	-42%	1.8	2.2	6.4	-1.4	1113	i	7%	.	.
CCn1c(C)nc2cc(C(=O)NNC(=O)c3ccc(Cl)nc3)ccc21
  -16%	0.95	-0.22	0.4	0.38	i	-11	19%	4.0	3.0	12	1.0	1108	i	11%	0.23	1204
CCCSC1=C(C#N)C(c2ccc(Cl)cc2Cl)CC(=O)N1 (stereo not given)
  27%	-0.26	-0.19	-0.2	0.69	i	-9	-1%	3.1	2.0	6.4	.	.	i	4%	0.51	1223
CCn1cc(C(=O)NCc2ccco2)c(=O)c2cc(S(=O)(=O)N3CCCC3)ccc21
  -4%	-0.51	-0.28	-0.56	1.2	i	-6	22%	3.9	2.9	0.2	-2.2	1115	i	2%	-0.12	1118
CC(=O)c1sc(Nc2cccc(C)c2)nc1C
  -22%	0.95	-0.26	0.65	-0.042	i	13	5%	3.3	1.8	11	1.8	1332	i	-28%	0.06	1394
CCOC(=O)N=Nc1c(O)n(Cc2ccccc2)c2ccccc12
  -3%	-0.23	-0.29	-0.21	0.32	i	-13	-2%	4.7	1.6	5.2	-0.3	1052	i	-10%	.	.
O=C(Nc1ccc(F)c(F)c1)c1cnc(-c2ccccc2)nc1-c1ccccc1
  -28%	0.26	-0.17	0.77	0.24	i	19	6%	4.2	2.0	6.2	2.5	1458	i	0%	2.1	1308
CCOCCCNCc1cc(Br)ccc1OCC
  -14%	1.7	-0.13	1.3	-1.4	i	-8	-2%	4.9	1.5	2.7	2.8	1485	i	5%	-1.4	1514
Cc1ccc(OCC(=O)Nc2ccc(N3CCN(C(=O)c4ccco4)CC3)cc2)cc1
  -21%	-0.93	-0.31	-0.95	1.1	i	11	-8%	1.9	2.2	5.0	0.1	1051	i	0%	-0.01	1410
COC(=O)c1cnc(SCc2ccc(Cl)cc2)n1C
  -20%	-0.16	-0.35	-0.053	-0.079	i	-7	6%	5.1	2.6	8.3	-0.6	1105	i	-20%	-0.28	1245
CCOC(=O)C1=C(CNCCc2ccc(Cl)cc2)NC(=O)NC1c1cccc([N+](=O)[O-])c1 (stereo not given)
  -10%	-0.66	-0.23	0.072	0.35	i	-2	-5%	1.3	0.6	4.4	4.7	919	i	5%	-1.1	1714
O=C(c1cccc([N+](=O)[O-])c1)N1CCN(C(=O)c2ccco2)CC1
  -22%	0.23	-0.31	0.29	-0.36	i	8	-1%	3.1	1.2	12	-3.5	1096	i	11%	1.3	1564

Compounds listed so far that contain a cyano group (2):
Second line of a record: NOD1 inhibition	Dynein transport	Dynein transport cytoplasmic EGFP	Dynein transport nuclear GR-EGFP	Dynein transport cell count	Autophagy HCS	Autophagy HCS cell loss 18 h	M17LAP inhibition	MT stabilize HCS	MT stabilize HCS Hoechst-high %	MT stabilize HCS cytotoxicity %	b-catenin transl	b-catenin transl cell count 5 µM	Yfh1-off respiration	NOD2 inhibition	Insulin prom up	Insulin prom up cell count
C/C(N)=C(/C#N)C(=O)CSc1nnnn1-c1ccccc1
  -32%	0.33	-0.29	0.29	0.017	i	0	5%	2.8	1.8	5.9	1.2	1410	i	-173%	1.1	1439
CCCSC1=C(C#N)C(c2ccc(Cl)cc2Cl)CC(=O)N1 (stereo not given)
  27%	-0.26	-0.19	-0.2	0.69	i	-9	-1%	3.1	2.0	6.4	.	.	i	4%	0.51	1223

(cont.)
Second line of a record: NOD1 inhibition	Dynein transport	Dynein transport cytoplasmic EGFP	Dynein transport nuclear GR-EGFP	Dynein transport cell count	Autophagy HCS	Autophagy HCS cell loss 18 h	M17LAP inhibition	MT stabilize HCS	MT stabilize HCS Hoechst-high %	MT stabilize HCS cytotoxicity %	b-catenin transl	b-catenin transl cell count 5 µM	Yfh1-off respiration	NOD2 inhibition	Insulin prom up	Insulin prom up cell count
CN(Cc1ccon1)Cc1cn[nH]c1-c1ccc(-c2ccccc2)cc1
  -15%	0.78	0.25	0.83	-0.77	i	5	7%	1.0	1.1	2.2	-0.1	1486	i	-4%	.	.
CCc1cc2c(=O)n(Cc3ccco3)c(SCc3c(C)noc3C)nc2s1
  3%	-0.58	0.21	-0.17	-1.2	i	34	38%	25	11	74	1.7	1037	i	-32%	-2.1	1028
CCOC(=O)C1CCCN(C(=S)NC2CCCC2)C1 (stereo not given)
  -22%	0.72	-0.28	0.46	0.23	i	5	-11%	7.6	2.2	9.4	0.9	1516	i	14%	-0.06	1471
OC(CC1CC12c1ccccc1-c1ncccc12)(c1ccccc1)c1ccccc1 (stereo not given)
  23%	0.18	-0.2	0.22	-0.34	i	-4	7%	2.1	1.7	3.5	-13	1104	i	4%	.	.
O=C(Nc1ccc(NC(=O)c2cccs2)cc1Cl)c1ccco1
  -41%	-0.29	-0.21	-0.015	-0.065	i	-30	1%	4.4	1.7	4.7	1.6	1105	i	-16%	-1	1261
COc1cc(NC(=O)c2ccccc2Cl)c(OC)cc1NC(=O)CN1CCOCC1
  -24%	2	-0.14	1.1	-0.66	i	4	-7%	2.0	1.8	10	-2.2	973	i	1%	0.15	1144
CCOC(=O)CC1C(=O)NCCN1S(=O)(=O)c1ccc(Br)cc1 (stereo not given)
  -17%	1.6	-0.24	1.4	-1.1	i	14	-4%	2.6	1.4	9.1	-0.3	1375	i	9%	-0.23	1527
